Compound activity as filed in PubChem.
TDP1 cell CPT: DT40-hTDP1 cell growth loss with CPT; chicken DT40 Tdp1-/-;hTDP1 cells + 20 nM CPT, ATP luminescence, 48 h; Potency, µM (top dose mostly 46.2 µM), for the others: at the highest dose activity change, negative = growth inhibition, usual class: inhibitors; actives 12% (n = 420,000); also: nearly all actives have a fitted effect of over 55% in size
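Chicken DT40 Tdp1-/- cells complemented with human TDP1, 400 cells/well, exposed to compounds plus 20 nM camptothecin for at least 48 h at 37 C; viability read as ATP content by CellTiter-Glo luminescence.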
DT40 TDP1 no CPT: qHTS for Inhibitors of human tyrosyl-DNA phosphodiesterase 1 (TDP1): qHTS in cells in absence of CPT | DT40 Tdp1-/- hTDP1 cells, no CPT, ATP luminescence, 48 h | Potency, µM (doses to about 46.2 µM), for inactives: top-dose activity change, negative = growth inhibition, actives largely listed as inhibitors | actives 15% (n = 420,000); also: nearly all actives have a fitted effect of over 55% in size
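Chicken DT40 Tdp1-/- cells stably complemented with human TDP1 were seeded at 400 cells/well with DMSO in place of 20 nM camptothecin. After compound pinning, cells grew at least 48 hr at 37 °C; viability read by CellTiter-Glo luminescence.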
TDP1 inh: inhibitors of human tyrosyl-DNA phosphodiesterase TDP1; Potency, µM (top dose mostly 130 µM), without a hit: at the highest dose activity change, negative = inhibition, hits mostly inhibitors; recombinant TDP1, AlphaScreen DNA substrate cleavage; actives 0.28% (n = 350,000); also: nearly all actives have a fitted effect of over 40% in size
Target sequence (Q9NUW8 whole entry, looked up): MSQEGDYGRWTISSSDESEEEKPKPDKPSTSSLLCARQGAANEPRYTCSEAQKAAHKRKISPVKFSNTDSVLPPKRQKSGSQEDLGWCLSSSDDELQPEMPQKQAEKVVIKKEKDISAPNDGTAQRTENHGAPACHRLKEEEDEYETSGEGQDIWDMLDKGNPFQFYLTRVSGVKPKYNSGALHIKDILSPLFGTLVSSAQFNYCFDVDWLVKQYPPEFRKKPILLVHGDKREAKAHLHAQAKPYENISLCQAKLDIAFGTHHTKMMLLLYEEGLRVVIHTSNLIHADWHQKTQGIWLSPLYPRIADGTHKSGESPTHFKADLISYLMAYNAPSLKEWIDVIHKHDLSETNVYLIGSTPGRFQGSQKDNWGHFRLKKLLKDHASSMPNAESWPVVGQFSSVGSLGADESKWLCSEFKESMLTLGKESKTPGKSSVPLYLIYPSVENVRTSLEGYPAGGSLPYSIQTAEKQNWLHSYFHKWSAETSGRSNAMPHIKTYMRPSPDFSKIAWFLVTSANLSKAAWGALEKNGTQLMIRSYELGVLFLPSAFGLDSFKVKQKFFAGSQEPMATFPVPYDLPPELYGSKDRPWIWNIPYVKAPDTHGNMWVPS
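AlphaScreen read-out: signal falls as enzyme removes the 3' tyrosine-FITC from a 5'-biotinylated DNA oligo (15 nM, 5 min, RT). Enzyme was E. coli-made recombinant Tdp1 at 1 nM, exposed to compound for 15 min beforehand; beads 10 ug/ml, 10 min.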
* marks the source's active call; other numbers are inactive results; ? = inconclusive; · = no result given; [ ] = another dose, or the depositor's remark. Calls follow the shape of the dose curve; as a rule, active = well fitted curve in the direction sought with a large enough effect; inconclusive = small, poorly fitted or top-dose-only effect, or another doubt; inactive = no such curve, though single readings can be large; an effect the other way counts as inactive or inconclusive. % is scaled to controls: 0 for no effect and ±100 for the full control effect; potency is read from the fitted curve at half-maximal effect.

SMILES	TDP1 cell CPT	DT40 TDP1 no CPT	TDP1 inh
Cn1c(SCc2nc3ccccc3c(=O)[nH]2)nc2ccccc21	1%	-13%	-3%
O=C1CSc2ccc(S(=O)(=O)NCc3ccccc3Cl)cc2N1	-3%	-29%	0%
Cc1ccc(S(=O)(=O)Nc2ccc3c(c2)CCC3)cc1	15µM*	16µM*	6%
COc1ccc(CCNC(=O)COc2ccc3c(C)cc(=O)oc3c2)cc1OC	?	13µM*	·
CCCCn1c(N)c(N(CC(C)C)C(=O)CSc2nnc(C)n2-c2ccccc2)c(=O)[nH]c1=O	-15%	25%	·
Cc1ccc(C(=O)NCC(=O)N(C)Cc2cccc(F)c2)s1	-7%	-13%	9%
Oc1ccc2ccccc2c1/C=N/Nc1ccccc1	6%	2%	8%
CCOC(=O)C1(Cc2cccc(F)c2)CCN(C(=O)Cn2cnnn2)CC1	0%	-21%	-3%
CCOC(=O)[C@H]1[C@H]2COc3ccc(C)cc3[C@@H]2N2C(=O)c3ccc(C)cc3NC(=O)[C@@]12C	23µM*	?	6%
Cc1ccc(CN2CC(C(=O)Nc3ncc(C)s3)CC2=O)cc1 (centres undefined)	-7%	-9%	0%
COC(=O)c1cc2occc2n1Cc1nc(-c2ccccc2Cl)oc1C	?	?	4%
CCOC(=O)N1CCC(NC(=O)c2cc(C(=O)Nc3ccc(OC)c(OC)c3)ccc2CO)CC1	-20%	-4%	-11%
C#CCCOC(=O)N1C2=NC(C(=O)OC)=C(C(=O)OC)[C@@H]3N(C)c4ccccc4[C@]23C[C@H]1C(=O)OC	-12%	-11%	8%[12.3 µM]
O=C(Nc1ccccc1)N1CCC2(CCNCC2)CC1	-14%	-27%	·
CC(=O)C1=C(C)Nc2ncnn2C1c1ccc(O)cc1 (centres undefined)	2%	16%	·
O=C(NCCC1CCCCN1S(=O)(=O)c1ccccc1)C(=O)Nc1ccccc1F (centres undefined)	18µM*	23µM*	·
O=C(O)c1cccc(S(=O)(=O)Nc2ccc3oc(=O)sc3c2)c1	3%	-9%	·
Cc1cccc(C(=O)O/N=C(\N)Cc2ccc([N+](=O)[O-])cc2)c1	26µM*	-22%	9%
CCOc1ccc(NC(=O)c2ccc3c(c2)S(=O)(=O)N=C2CCCCCN23)cc1	-9%	-17%	·
COc1ccc(NC(=O)c2ccc(S(=O)(=O)N(C)C)cc2)cc1	0%	-11%	0%
CCOc1ccc(CCNC(=O)CCNS(=O)(=O)c2ccc3c(c2)CCN3C(C)=O)cc1OCC	-27%	-25%	2%
O=C(CCCc1c[nH]c2ccccc12)N1CCOCC1	-11%	-12%	8%
Cc1cccc(NS(=O)(=O)c2ccc(C)c(C(=O)NCC(c3cccs3)N3CCOCC3)c2)c1 (centres undefined)	?	16µM*	·
CCOC(=O)c1c(C)[nH]c(C)c1S(=O)(=O)N1CCCC(C(=O)NCc2ccc(Cl)cc2)C1 (centres undefined)	-19%	0%	8%
COc1ccc(/C=N/NC(=O)c2ccc3nc[nH]c3c2)cc1	3%	1%	5%
O=C(Oc1ccc(C(=S)N2CCOCC2)cc1)c1ccccc1F	-20%	-14%	-19%
Cc1nnc(C)n1/N=C/c1ccc2c(c1)OCCO2	5%	-5%	-6%
CCOC(=O)CNC(=O)Cn1cnc2c(nnn2-c2ccc(F)cc2)c1=O	-4%	0%	7%
COc1cccc(OC)c1OCCN1CCN(C(c2ccccc2)c2ccccc2)CC1	?	?	·
CC(C)CC1NC(=O)N(CC(=O)Nc2cc(S(=O)(=O)N3CCOCC3)ccc2Cl)C1=O (centres undefined)	-7%	14%	-1%
CCc1cccc(C)c1NC(=O)CCS(=O)(=O)c1cc(Br)cc2c1N(C(=O)C1CC1)CC2	?	?	4%[12.3 µM]
CCCCCCCOc1ccc(OC(=O)c2cccnc2)cc1	5.2µM*	8.2µM*	3%
NC(=O)COC(=O)c1ccc(Oc2ccccc2)cc1	-5%	-13%	-4%
COc1cc(C(=O)Oc2ccccc2/C=N/NC(=O)c2ccc(C)c(Cl)c2)cc(OC)c1OC	1.2µM*	0.92µM*	-1%
O=c1ccc(S(=O)(=O)N2CCCC2)cn1Cc1nc(-c2ccccc2)no1	-28%	?	0%[56.1 µM]
Cc1cccc(OCC(=O)Nc2nonc2-c2ccc(Br)cc2)c1C	18µM*	?	11%
Cn1cnnc1SCC(=O)c1c[nH]c2ccccc12	-14%	-7%	4%
Cc1ncc2c(c1CNC(=O)/C=C/c1cccs1)CCN(C(=O)c1ccc3c(c1)OCCO3)C2	8%[9.04 µM]	-3%	·
CC(C)(C)C(=O)NCCCc1nc2ccccc2n1CCCOc1ccc(Cl)cc1	6.5µM*	8.2µM*	0%
O=C(CSc1ncccn1)N/N=C/c1ccc(OC2CSC2)cc1	-24%	?	-3%
COc1ccc(N2CCN(C(c3ccc4ncccc4c3)c3nnnn3C(C)(C)C)CC2)cc1 (centres undefined)	-5%	-6%	11%
Cc1nnc(NCCc2ccccc2)n(N)c1=O	-12%	-10%	4%
CCOc1cc(/C=N/O)cc(Br)c1OCC	-2%	-28%	1%
CCOC(=O)c1sc2cccc(F)c2c1N	-27%	?	-1%
CN(C)c1ccc(-c2ccnc3c2CC(C)(C(=O)NCc2cccs2)O3)cc1 (centres undefined)	16µM*	13µM*	·
COc1ccccc1NC(=O)N1CCN(c2ccccn2)CC1	-13%	-28%	1%
FC(F)(F)c1cc(-c2ccccn2)nc2cc(-c3ccccc3)nn12	1%	-10%	0%
O=C(OCC(=O)N(CCc1ccccc1)Cc1ccccc1)c1cccc(S(=O)(=O)N2CCOCC2)c1	?	7.3µM*	·
O=C(Cc1cccc2ccccc12)N/N=C/c1ccc(Sc2nc3ccccc3s2)o1	16µM*	?	-2%
COc1ccc(CCn2c(=O)c3ccccc3n(CC(=O)Nc3cccc(C)c3)c2=O)cc1OC	-11%	-15%	2%
CSCC(=O)N1CCCC(C(=O)c2cc(F)ccc2F)C1 (centres undefined)	-5%	-25%	0%
C(=N\Nc1nn2cnnc2c2ccccc12)/c1ccco1	?	?	3%
O=C(c1ccccc1)N(Cc1cccs1)C1CCS(=O)(=O)C1 (centres undefined)	2%	-11%	3%
Cc1cccc2nc(CSc3nnnn3-c3ccccc3)cn12	-12%	-12%	2%
COc1ccc(CNC(=S)Nc2ccc3nc(N4CCOCC4)cc(C)c3c2)cc1	21µM*	?	10%
COc1ccccc1NC(=O)NC(N)=O	2%	0%	-2%
CC(C)C[C@H](NC(=O)c1nc[nH]c1C(=O)NCCCCCNC(=O)OC(C)(C)C)C(=O)OC(C)(C)C	?	18µM*	12%
CN(CC1CCOCC1)C(=O)CC1C(=O)NCCN1Cc1cccc(C(F)(F)F)c1 (centres undefined)	-2%	17%	·
COCc1nc2ccccc2n1Cc1ccccc1Br	?	16µM*	-8%
CSc1oc(-c2cccs2)nc1S(=O)(=O)c1ccc(Br)cc1	?	?	6%
Next part
SMILES	TDP1 cell CPT	DT40 TDP1 no CPT	TDP1 inh
COc1ccc(C(c2c(C)n(C)n(-c3ccccc3)c2=O)c2c(C)n(C)n(-c3ccccc3)c2=O)cc1OC	-8%	4%	·
COc1ccc(CCNC(=O)CSCc2ccc(F)cc2)cc1OC	-6%	-25%	0%
CC(=NCCc1ccccc1)C1=C(O)CSC1=O	?	?	2%
CC(C)c1onc(C(=O)N2C(C)CCCC2C)c1[N+](=O)[O-] (centres undefined)	-21%	-12%	0%
COC(=O)c1ccccc1NC(=O)Nc1ccc(Cl)cn1	-8%	-8%	-1%
COc1ccc2sc(N(Cc3cccnc3)C(=O)c3cccs3)nc2c1	21µM*	18µM*	0%
CC(=NNC(=S)N1CCCCCC1)c1cccc2cccnc12	0.016µM*	0.021µM*	·
CCCOc1ccc(-c2nc(=S)[nH][nH]2)cc1	-19%	-6%	-4%
CCC(C)[C@H](NC(=O)[C@@H]1CSC2c3ccccc3C(=O)N21)C(=O)NC1CCCC1 (some centres undefined)	-8%	2%	3%
C#Cc1ccc([C@@H]2C=C(C(=O)N3CCOCC3)O[C@H](OCCCCO)C2)cc1	-3%	0%	0%
O=C(Nc1ccc(F)cc1F)C1CCN(S(=O)(=O)c2ccc3[nH]c(=O)ccc3c2)CC1	-15%	-19%	7%
CCOC(=O)c1sc2c(c1C)C(c1cccs1)C1=C(CCCC1=O)N2 (centres undefined)	?	16µM*	-2%
CC(=O)c1ccc(NC(=S)NC2CCCC(C)C2C)cc1 (centres undefined)	14%	-2%	3%
CCN(CC(=O)NCc1ccc(F)cc1)CC(=O)Nc1cc(S(=O)(=O)N(C)C)ccc1C	?	-15%	0%
COC(=O)c1ccc(OCC2c3cc(OC)c(OC)cc3CCN2C(=O)c2cccc(C)c2)cc1 (centres undefined)	21µM*	16µM*	3%
O=C(CNc1ccc(Br)cc1)c1ccc(O)cc1	-7%	-29%	-5%
CCOC(=O)N1CCC2(CC1)NCCc1c2[nH]c2ccccc12	-2%	-19%	-12%
CCOC(=O)[C@@H]1[C@H]2COc3ccccc3[C@H]2N2C(=O)N(c3cccc(C)c3)C(=O)[C@]12C	-9%	-6%	0%
CC(Sc1nnc2ccccn12)C(=O)Nc1ccc(Cl)cn1 (centres undefined)	-2%	4%	7%
O=C(COc1ccccc1[N+](=O)[O-])N/N=C/c1ccc(O)cc1	2%	-2%	0%
CN1OC[C@@H]2CN(C(=O)C(C)(C)C)[C@H](c3ccc(-c4cc5ccccc5o4)cc3)C[C@@H]21	?	21µM*	·
O=C(CN1CCN(S(=O)(=O)N2CCOCC2)CC1)Nc1cc(Cl)ccc1Cl	-22%	?	·
COc1ccc(S(=O)(=O)NNC(=O)c2csc(-n3nc(C)cc3C(F)(F)F)n2)cc1OC	?	?	-5%
Clc1ccccc1-c1nc2ccccc2[nH]1	7%	-10%	-12%

Part of the list above in a different format:
CC(=O)c1ccc(NC(=S)NC2CCCC(C)C2C)cc1 (centres undefined)
- TDP1 cell CPT = 14%
- DT40 TDP1 no CPT = -2%
- TDP1 inh = 3%
O=C(CNc1ccc(Br)cc1)c1ccc(O)cc1
- TDP1 cell CPT = -7%
- DT40 TDP1 no CPT = -29%
- TDP1 inh = -5%

Continuation.
SMILES	TDP1 cell CPT	DT40 TDP1 no CPT	TDP1 inh
Cc1ccc(-n2ncc(C#N)c2/N=C/N2CCCCCC2)cc1	-2%	-26%	?
CN1CCN(C(=O)c2sc(=S)n(-c3ccccc3)c2N)CC1	?	?	-1%
C=CCOc1ccc(NC(=O)C(=O)NCCCn2ccnc2)cc1	-14%	-8%	4%
Cc1cc(O)c(C(=O)/C=C/c2cccc([N+](=O)[O-])c2)c(=O)o1	?	?	·
CCOc1cc(/C=N/NC(=O)c2cc3c(ccc4ccccc43)o2)ccc1O	23µM*	?	0%
O=C(NCC(c1ccccc1Cl)N1CCCC1)c1ccc(N2CCCC2=O)cc1 (centres undefined)	-24%	-10%	-1%
Cc1ccc(F)c(C(=O)N2CCCC(C)(C(=O)NS(=O)(=O)C3CC3)C2)c1F (centres undefined)	6.5µM*	5.8µM*	·
CCOC(=O)C1=CCN(S(=O)(=O)c2ccccc2)C1c1ccc(Cl)cc1 (centres undefined)	-25%	?	·

Grouped by structure, the entries above with two or more sulfur atoms.
SMILES	TDP1 cell CPT	DT40 TDP1 no CPT	TDP1 inh
O=C1CSc2ccc(S(=O)(=O)NCc3ccccc3Cl)cc2N1	-3%	-29%	0%
O=C(O)c1cccc(S(=O)(=O)Nc2ccc3oc(=O)sc3c2)c1	3%	-9%	·
Cc1cccc(NS(=O)(=O)c2ccc(C)c(C(=O)NCC(c3cccs3)N3CCOCC3)c2)c1 (centres undefined)	?	16µM*	·
O=C(CSc1ncccn1)N/N=C/c1ccc(OC2CSC2)cc1	-24%	?	-3%
O=C(Cc1cccc2ccccc12)N/N=C/c1ccc(Sc2nc3ccccc3s2)o1	16µM*	?	-2%
O=C(c1ccccc1)N(Cc1cccs1)C1CCS(=O)(=O)C1 (centres undefined)	2%	-11%	3%
CSc1oc(-c2cccs2)nc1S(=O)(=O)c1ccc(Br)cc1	?	?	6%
COc1ccc2sc(N(Cc3cccnc3)C(=O)c3cccs3)nc2c1	21µM*	18µM*	0%
CCOC(=O)c1sc2c(c1C)C(c1cccs1)C1=C(CCCC1=O)N2 (centres undefined)	?	16µM*	-2%
COc1ccc(S(=O)(=O)NNC(=O)c2csc(-n3nc(C)cc3C(F)(F)F)n2)cc1OC	?	?	-5%
CN1CCN(C(=O)c2sc(=S)n(-c3ccccc3)c2N)CC1	?	?	-1%

Outcome played no part in choosing rows; overall some 18% were active at least once.
